Assay outcomes as filed in PubChem BioAssay.
Pf growth 96h: Primary qHTS for delayed death inhibitors of the malarial parasite plastid, 96 hour incubation; P. falciparum luciferase reporter growth, 96 h; Potency, µM (doses to about 28.7 µM), for the others: at the highest dose activity change, negative = inhibition, usual class: inhibitors; actives 6.9% (n = 320,000); AID 504834, 2011; note: potency is the fitted concentration of half-maximal effect; % is set by controls: 0 for no effect and ±100 for the full control effect
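Readout is luminescence from an integrated firefly luciferase in P. falciparum. Red cells, 2% hematocrit and 0.05% parasitemia final, were cultured with compound through two parasite generations (96 hours) at 37 C, 5% CO2.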
CHX counter: Cycloheximide Counterscreen for Small Molecule Inhibitors of Shiga Toxin. cell reporter, cycloheximide protein synthesis inhibition counterscreen. max response, %. actives 12% (n = 300,000). AID 2314, 2010; in the data active = max response mostly above about 13%, no sharp cut-off; inactive = mostly below about 14%; note: read at 38.3 µM for the half of the compounds with a filed dose; 0% is about no effect
Pf growth 48h: Primary qHTS for delayed death inhibitors of the malarial parasite plastid, 48 hour incubation; Potency, µM (doses to about 28.7 µM), inactives show top-dose activity change, negative = inhibition, hits mostly inhibitors; actives 5.9% (n = 310,000); P. falciparum luciferase growth in erythrocytes, 48 h; note: potency is the fitted concentration of half-maximal effect; % is set by controls: 0 for no effect and ±100 for the full control effect
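Luciferase-expressing P. falciparum in infected erythrocytes (2% hematocrit, 0.1% parasitemia final) in RPMI 1640/0.5% Albumax were exposed to compound for 48 hours at 37 C, 5% CO2; growth read as luminescence.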
TbPYK inhibitor: qHTS of Trypanosoma Brucei Inhibitors. TbPYK enzyme, Kinase-Glo Plus ATP luminescence, 45 min. Potency, µM (top dose mostly 76.8 µM), inactives show at the highest dose activity, negative = inhibition, hits mostly inhibitors. actives 0.12% (n = 410,000). AID 624173, 2012; note: potency is the fitted concentration of half-maximal effect; % is set by controls: 0 for no effect and ±100 for the full control effect; nearly all actives have a fitted effect of over 50% in size
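Assay buffer: 50 mM TEA pH 7.2, 100 mM KCl, 10 mM MgCl2, 0.05% BSA, 0.01% Tween-20. Pyruvate kinase from T. brucei plus substrate met compound, then ADP (130 uM final). Luminescence was read post 45 min RT.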
AmpC inh no detg: qHTS Inhibitors of AmpC Beta-Lactamase (assay without detergent). P00811. AmpC nitrocefin hydrolysis, absorbance 480 nm, 0.0001% Triton. Potency, µM (titrated, usually from 57.1 µM), without a hit: at the highest dose activity change, negative = inhibition, most hits filed as inhibitors. actives 0.52% (n = 330,000). AID 485341, 2010;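 note: potency is the fitted concentration of half-maximal effect; plate controls were no compound for no effect and no enzyme for full effect; nearly all actives have a fitted effect of over 20% in size; some results filed as inactive show a strong effect at the top dose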
Target sequence (P00811 whole entry, looked up): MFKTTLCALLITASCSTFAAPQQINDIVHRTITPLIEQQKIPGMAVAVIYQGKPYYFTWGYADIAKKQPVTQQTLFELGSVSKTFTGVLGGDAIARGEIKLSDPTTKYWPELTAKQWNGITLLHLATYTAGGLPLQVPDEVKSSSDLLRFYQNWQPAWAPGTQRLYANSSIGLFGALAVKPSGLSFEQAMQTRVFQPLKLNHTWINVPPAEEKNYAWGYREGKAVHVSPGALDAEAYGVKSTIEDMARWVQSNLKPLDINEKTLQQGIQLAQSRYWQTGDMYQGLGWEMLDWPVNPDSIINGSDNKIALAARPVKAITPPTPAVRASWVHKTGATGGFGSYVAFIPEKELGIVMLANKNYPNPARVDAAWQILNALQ
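AmpC (5.3 nM in the dispensed reagent) in 20 mM phosphate pH 7.0 with 0.01% (detergent screen) or 0.0001% Triton X-100 was preincubated with compounds for 15 min at room temperature. Nitrocefin was then added from an 800 uM solution, and hydrolysis was followed at 480 nm.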
Shiga toxin inh: A qHTS for Small Molecule Inhibitors of Shiga Toxin. Vero cells, Shiga toxin protein synthesis inhibition reporter. inhibition, % at 38.7 µM. actives 9.2% (n = 290,000); in the data active = inhibition mostly above about 28%, no sharp cut-off; inactive = mostly below about 43%; note: 0% is about no effect
LmPK inhibitor: qHTS Assay for Inhibitors of Leishmania Mexicana Pyruvate Kinase (LmPK) | Q27686 | purified LmPK, Kinase-Glo ATP luminescence, 1 h | Potency, µM (top dose mostly 57.5 µM), for inactives: top-dose activity change, negative = inhibition, hits mostly inhibitors | actives 0.37% (n = 290,000) | AID 1721, 2009; note: potency is the fitted concentration of half-maximal effect; % is set by controls: 0 for no effect and ±100 for the full control effect
Target sequence (Q27686 whole entry, looked up): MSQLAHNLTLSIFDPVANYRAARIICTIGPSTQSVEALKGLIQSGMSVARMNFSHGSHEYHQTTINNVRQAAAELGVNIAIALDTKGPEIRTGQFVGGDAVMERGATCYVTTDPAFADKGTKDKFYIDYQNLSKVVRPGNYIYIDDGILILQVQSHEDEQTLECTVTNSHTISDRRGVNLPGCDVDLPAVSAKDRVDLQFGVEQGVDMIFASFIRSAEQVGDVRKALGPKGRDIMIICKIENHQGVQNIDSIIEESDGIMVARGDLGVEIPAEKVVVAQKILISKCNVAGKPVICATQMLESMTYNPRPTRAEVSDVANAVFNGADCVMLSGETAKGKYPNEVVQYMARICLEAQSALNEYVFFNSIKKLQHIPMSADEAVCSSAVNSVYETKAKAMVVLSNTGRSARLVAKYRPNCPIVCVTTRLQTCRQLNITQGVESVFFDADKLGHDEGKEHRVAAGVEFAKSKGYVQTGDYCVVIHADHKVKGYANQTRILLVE
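Screened at intermediate enzyme activity to detect both inhibitors and activators: LmPK at 0.1 nM, with a 0.5 nM enzyme column as activation reference. PEP 0.5 mM, ADP 0.1 mM; ATP detected by luminescence after 1 h.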
Active calls of the source: *; ? = inconclusive; . = not tested or not shown; [ ] = dose if it differs, or a comment. Unless noted, calls come from the whole dose curve; as a rule, active = well fitted curve in the direction sought with a large enough effect; inconclusive = small, poorly fitted or top-dose-only effect, or another doubt; inactive = no such curve, though single readings can be large; an effect the other way counts as inactive or inconclusive.

Start of the data: the first 6 records, to show the layout:
SMILES | Pf growth 96h | CHX counter | Pf growth 48h | TbPYK inhibitor | AmpC inh no detg | Shiga toxin inh | LmPK inhibitor
CC(C)c1nc(SCC(=O)Nc2nccs2)c2ccccc2n1 | ? | -5.3 | -7.2% | -6.9% | 6.7% | -9.4 | 6.0%
Cc1[nH]c2ccccc2c1C(=O)C(=O)N1CC=C(c2ccccc2)CC1 | ? | 9.4 | ? | 9.0% | -25.4% | -11.1 | 5.6%
COC(=O)c1sc(NC(=O)C2c3ccccc3Oc3ccccc32)c(C(=O)OC)c1C | 10.4µM* | 6.5 | 1.65µM* | 8.3% | -27.1% | 10.3 | 3.0%
Cc1ccc(SCCNC(=O)/C=C/c2ccc(Cl)cc2)cc1 | 73.7%[activator] | 4.1 | -6.0% | -4.7% | -24.8% | -8.0 | -3.7%
COc1ccc(N2CC(O)=C(c3nc(-c4ccc(F)cc4)cs3)C2=N)cc1Cl | 42.2%[activator] | -1.3 | 20.3% | -16.7% | -43.2% | -5.1 | 0.9%
O=S(O)CO | . | -5.0 | . | -1.8% | . | -6.2 | .

All compounds of this part, repeating the preview:
SMILES | Pf growth 96h | CHX counter | Pf growth 48h | TbPYK inhibitor | AmpC inh no detg | Shiga toxin inh | LmPK inhibitor
CC(C)c1nc(SCC(=O)Nc2nccs2)c2ccccc2n1 | ? | -5.3 | -7.2% | -6.9% | 6.7% | -9.4 | 6.0%
Cc1[nH]c2ccccc2c1C(=O)C(=O)N1CC=C(c2ccccc2)CC1 | ? | 9.4 | ? | 9.0% | -25.4% | -11.1 | 5.6%
COC(=O)c1sc(NC(=O)C2c3ccccc3Oc3ccccc32)c(C(=O)OC)c1C | 10.4µM* | 6.5 | 1.65µM* | 8.3% | -27.1% | 10.3 | 3.0%
Cc1ccc(SCCNC(=O)/C=C/c2ccc(Cl)cc2)cc1 | 73.7%[activator] | 4.1 | -6.0% | -4.7% | -24.8% | -8.0 | -3.7%
COc1ccc(N2CC(O)=C(c3nc(-c4ccc(F)cc4)cs3)C2=N)cc1Cl | 42.2%[activator] | -1.3 | 20.3% | -16.7% | -43.2% | -5.1 | 0.9%
O=S(O)CO | . | -5.0 | . | -1.8% | . | -6.2 | .
CC(C)c1ccc(NC(=O)C[n+]2ccn(C3=C([O-])c4ccccc4C3=O)c2)cc1 | -23.8% | -3.4 | 0.0% | -0.8% | -37.2% | -15.3 | 0.6%
O=S(=O)(/C=C/c1ccccc1)NC1CCCCCC1 | 62.0%[activator] | 4.0 | 12.1% | 3.0% | 1.7% | -10.0 | 3.3%
NNC(=O)c1snnc1-c1ccccc1 | 14.2% | -2.7 | 10.6% | -1.6% | -35.6% | -2.8 | 3.8%
CCn1c(CNC(=O)c2ccccc2F)nnc1SCC(=O)NC1CCCCC1 | -38.1% | 7.3 | 7.7% | -10.6% | -1.7% | 16.7 | 0.9%
O=C(NCCS(=O)(=O)NC1CCCC1)c1ccc(F)cc1 | 31.0%[activator] | . | 41.9%[activator] | 1.0% | -12.8% | . | .
N#CC(C#N)=C1C=CC=CN1/C(=C\c1ccco1)C(=O)c1ccc(Br)cc1 | ? | -11.3 | ? | ? | -15.8% | -16.4 | -0.3%
C=CCN1C(=O)c2ccc(C(=O)N(C)CC(=O)Nc3ccccc3Cl)cc2C1=O | 27.5% | . | -17.0% | -10.8% | -10.6% | . | .
CCOC(=O)C1CCN(C(=O)c2ccccc2NS(=O)(=O)c2ccc(F)cc2)CC1 | -19.0% | -3.3 | -28.4% | 0.3% | 0.7% | 15.0 | -5.3%
NS(=O)(=O)c1ccc(CCNC(=O)CNCCc2ccc(C(F)(F)F)cc2)cc1 | -12.8% | -5.2 | . | 4.3% | 3.1% | -2.3 | -1.2%
CCCCNC(=O)C(=O)NCc1ccncc1 | 27.4% | -1.0 | 14.5% | 1.0% | -8.1% | 18.9 | 1.2%
COc1ccc(CNC(=O)N2CCN(c3cccc(Cl)c3)CC2)cc1OC | ? | -2.5 | 18.0% | -0.1% | 69.7%[activator] | -5.7 | 5.0%
COc1cc(-c2nc3ccc4ccccc4c3c3c2CCC3)cc(OC)c1O | 18.8% | 0.3 | -78.2% | 2.6% | 82.5%[activator] | -11.6 | 0.7%
CCn1ccnc1CNC(=O)C1CCC(=O)N(Cc2ccccc2F)C1 (stereo not drawn) | 11.7µM* | -0.6 | -1.1% | 0.0% | -3.3% | -3.8 | 7.4%
O=C(CC1S/C(=N/N=C/c2cccs2)NC1=O)Nc1ccc(Cl)c(Cl)c1 (stereo not drawn) | ? | -7.0 | 17.0% | 1.3% | -24.5% | -10.3 | -2.1%
Cc1c(CN2CCC(n3nccc3NC(=O)C3CC3)CC2)[nH]c2ccccc12 | 3.7% | -4.4 | ? | 2.5% | 0.1% | -11.7 | 0.4%
CCN(C(=O)N1CCOCC1)c1ccccc1C | 6.57µM* | -1.6 | 0.0% | -5.8% | 4.2% | 18.5 | 0.1%
O=C1CCCN1CCC1CCN(C(=O)Nc2ccccc2)CC1 | 7.8% | -1.5 | 9.1% | 4.9% | -12.6% | 0.5 | 3.2%
O=C(CN1CCN(S(=O)(=O)c2cccc(Br)c2)CC1)N1CCCCC1 | 31.5%[activator] | . | -11.1% | -1.0% | 66.8%[activator] | . | .
COc1cc(OC)cc(C(=O)N2CCN(S(=O)(=O)c3ccc(Cl)s3)CC2)c1 | ? | . | ? | 5.5% | 73.4%[activator] | . | .
O=C(Cc1ccc(Cl)c(Cl)c1)Nc1ccccc1N1CCCC1 | 11.7µM* | 3.1 | -12.0% | 6.0% | -56.0% | 17.4 | -7.5%
O=C(CN1C(=O)/C(=C\c2cccc(Cl)c2)Sc2ccccc21)NCCCN1CCOCC1 | ? | -4.1 | -8.1% | 5.9% | 95.1%[activator] | -15.3 | -2.4%
CSc1nsc(N/N=C/c2ccc3c(c2)OCO3)c1C#N | 9.6% | 41.0* | 373.9%[activator] | 0.3% | -31.7% | 84.0* | 6.5%
CCn1c(=O)c(C(=O)NCCCc2ccccc2)c(O)c2ccccc21 | ? | -2.5 | 4.6% | 1.9% | -21.9% | -9.4 | -1.9%
NC(=O)c1ccccc1NC(=O)CN1CCOCC1 | 46.4%[activator] | 4.1 | 25.7% | 6.0% | 9.2% | 9.2 | -2.4%
CCC(O)CNc1nc(-n2nc(C)cc2C)nc2sc3c(c12)CCCC3 (stereo not drawn) | . | -1.2 | . | . | -4.1% | -17.8 | 3.7%
CCOC(=O)Cc1csc(NC(=S)NC(=O)c2cc(OC)cc(OC)c2)n1 | -27.7% | 1.7 | 18.6% | -13.1% | -34.4% | -9.3 | 5.7%
N=C(N)SCc1cn2ccccc2n1 | 18.7% | 11.9 | 6.0% | 5.4% | -15.9% | -2.1 | -4.6%
CCCCN(C)C1CCN(C(=S)Nc2cccc(OC)c2)CC1 | -22.6% | 1.5 | -8.3% | -1.1% | -17.4% | -12.1 | -4.7%
O=C(c1c(Cl)cccc1Cl)N1CCN(c2cccc3[nH]ccc23)CC1 | ? | -4.4 | ? | -5.6% | -9.8% | -6.9 | -21.5%
Cc1ccsc1C(=O)OCC(=O)Nc1c(C)n(C)n(-c2ccccc2)c1=O | 0.0% | 24.0 | 1.6% | 1.0% | 6.8% | -7.9 | 6.7%
CCOC(=O)CC(C(=O)OCC)P(=O)(c1ccccc1)c1ccccc1 (stereo not drawn) | ? | -2.9 | 11.4% | -4.7% | 7.2% | 13.4 | -1.1%
CN(CC(=O)Nc1ccc([N+](=O)[O-])cc1Br)Cc1c(F)cccc1Cl | -17.7% | 13.2 | ? | -5.1% | -33.7% | 6.8 | 1.3%
COc1ccc(C2(C(=O)N3CCCC3)CCOCC2)cc1OC | 3.9% | -2.0 | 3.6% | 5.0% | -7.0% | -12.9 | -2.8%
COc1ccc2cc(C(=O)OC(C)C)sc(=O)c2c1OC | 32.5%[activator] | 13.5* | -17.7% | 1.7% | 3.7% | 30.4* | 1.9%
COc1ccc(Cl)cc1-c1nc(SCC(N)=O)n[nH]1 | 42.0%[activator] | -4.1 | 30.4%[activator] | -2.5% | -11.6% | -9.9 | -0.1%
O=C(N/C(=C\c1ccc([N+](=O)[O-])cc1)C(=O)N1CCCCC1)c1ccccc1Br | ? | -4.0 | -11.3% | -5.0% | -22.4% | -9.2 | -1.9%
Cc1ccc(N=Nc2c(=O)[nH]n3c(C)cc(C)nc23)cc1 | 31.7%[activator] | 1.7 | ? | -8.6% | -6.5% | -1.8 | -12.8%
O=C(NC(Cc1ccccc1)c1nc2ccccc2[nH]1)c1cccc([N+](=O)[O-])c1 (stereo not drawn) | 11.7µM* | 8.6 | ? | 1.5% | -37.3% | 8.1 | 0.3%
COc1cccc(/C=N/NC(=O)C(=O)Nc2ccccc2OC(F)(F)C(F)F)c1O | -2.2% | -4.9 | ? | -9.5% | -26.7% | 21.9 | 5.2%
CC1CCN(C(C)C(=O)Nc2ccccc2-c2ccccc2)CC1 (stereo not drawn) | 1.1% | -2.5 | 0.0% | -16.6% | -12.3% | -12.8 | -5.7%
Cc1[nH]nc2c1C(c1ccc(O)cc1)C1=C(CC(C)(C)CC1=O)N2 (stereo not drawn) | ? | -1.6 | -10.1% | 2.2% | -36.9% | 8.7 | 12.7%
O=C(O)c1ccc(NC(=O)c2cccc(C(=O)Nc3ccc(C(=O)O)cc3)c2)cc1 | -42.9% | -0.2 | 10.2% | 2.8% | -4.3% | -2.8 | 8.8%
COc1cc(NC(=S)N2CCC(C(N)=O)CC2)c(OC)cc1Cl | 33.1%[activator][5.75 µM] | -5.6 | 0.0% | -30.8% | -13.0% | 3.0 | -0.3%
CN1CCN(S(=O)(=O)c2cccc(C(=O)Nc3sc4c(c3-c3nc5ccccc5[nH]3)CCCC4)c2)CC1 | 3.29µM* | 15.6 | 2.94µM* | -2.2% | 9.4% | 27.1 | 2.3%

More records:
SMILES | Pf growth 96h | CHX counter | Pf growth 48h | TbPYK inhibitor | AmpC inh no detg | Shiga toxin inh | LmPK inhibitor
CCCNC(=O)c1cc(-c2ccc3c(c2)OCO3)on1 | -6.8% | 30.6* | 119.1%[activator] | 5.7% | -9.6% | 85.9* | -2.1%
CSCCC(N=C(NS(=O)(=O)c1ccccc1)c1ccccc1)C(=O)O (stereo not drawn) | 15.0% | 0.4 | 15.6% | 2.5% | 0.3% | 35.0 | 0.5%
CCC[n+]1c2ccccc2cc2ccccc21 | ? | 0.3 | . | -0.6% | -21.5% | 8.0 | 6.5%
Cc1ccc(C)c(NC(=O)CCN2CCN(c3ccccc3F)CC2)c1 | -19.0% | -5.4 | ? | 3.7% | 26.2% | -3.8 | -3.0%
CCOc1ccc(NC(=O)CN2CCc3cc4c(cc3C2)OCCCO4)cc1OCC | ? | -2.3 | 7.6% | -8.2% | -10.3% | -2.5 | -3.1%
Cc1cc(OCC(=O)O)c2cccc(C)c2n1 | 19.9% | -4.4 | . | -1.7% | -12.9% | -15.9 | 12.6%

Random draw from the library; overall some 22% were active at least once.
